Compound activity from PubChem BioAssay.
MrgX1 agonist – agonists of human MrgX1 receptor, primary screen, HEK293 cells, Fluo-4 calcium flux; Fluo-4 calcium fluorescence, agonist mode; hits give high values; B-score at 10 µM; 0.44% of 310,000 active; AID 588627, 2011;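 active = calcium response B-score plate-corrected fluorescence ratio at least 3 library SD, with starting fluorescence B-score inside 5 SD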
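System: HEK293 cells stably expressing human MrgX1 receptor; Dosing: test compound in the initial addition of three; Schedule: overnight plating, then 30 min 37 °C plus 30 min room-temperature dye loading; Detection: kinetic calcium dye fluorescence, Fluo-4 NW; Controls: per-plate positive and negative controls for Z′ factor.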
TRPC6 act – mouse TRPC6 channel activators, primary screen, cell-based, HEK293, membrane potential dye; Short transient receptor potential channel 6 (Mus musculus), Q61143; HEK293-TRPC6 membrane potential dye fluorescence; hits give high values; B-score at 10 µM; 0.13% of 310,000 active;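 active = B-score of the integrated fluorescence ratio above library mean plus 3 SD, and starting fluorescence ratio within library mean plus 5 SD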;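 also: higher score means more depolarization so channel activation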
HIF act – HIF pathway transcriptional activators, primary screen, cell-based, U2OS HRE-luciferase, luminescence; U2OS HRE-luciferase reporter; normalized: DMSO 0%, desferrioxamine 100%; activation, % at 7.5 µM (by protocol); 0.32% of 300,000 active; AID 1910, 2009;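 active = mean activation of at least 10% of the iron chelator positive control signal, with at least half of replicates also reaching 10%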
TRPC6 inhibitor – mouse TRPC6 channel inhibitors, primary screen, cell-based, HEK293, membrane potential dye. B-score at 10 µM. 1.1% of 310,000 active. ACh-evoked depolarization; hits give low values. Short transient receptor potential channel 6 (Mus musculus), Q61143;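 active = B-score under library mean minus 3 SD, initial fluorescence not abnormally high, positive integrated signal ratio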;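 also: B-score derived from integrated fluorescence ratio over the kinetic read; more negative B-score means stronger inhibition of depolarization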
AI-2 QS modul – Vibrio harveyi AI-2 quorum sensing modulators, primary screen, JMH597 strain, luminescence/OD600 ratio | activity change, % at 7.5 µM | Vibrio harveyi JMH597 AI-2 luminescence/OD600 ratio, 9 h; hits give low values; strain lacks LuxN and CqsS sensors; 0 = neutral-control median | AID 2094, 2009 | 0.4% of 300,000 active; in the data active = activity change below about -75%, passing the limit was not always enough;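 also: luminescence divided by OD600 gain over 9 h not by final OD600 alone; inactives centre near 13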
TRPC4 inh – inhibitors of mouse TRPC4 channel, primary screen, Fluo4 calcium, HEK293 TRPC4beta/mu-opioid cells; 0.39% of 300,000 active; DAMGO-evoked Fluo4 calcium flux; hits give low values; B-score at 10 µM; AID 2247, 2010;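 active = B-score over 3 SD under the library average, no early fluorescence shift, positive overall ratio signal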
Target sequence (Q9QUQ5 whole entry, looked up): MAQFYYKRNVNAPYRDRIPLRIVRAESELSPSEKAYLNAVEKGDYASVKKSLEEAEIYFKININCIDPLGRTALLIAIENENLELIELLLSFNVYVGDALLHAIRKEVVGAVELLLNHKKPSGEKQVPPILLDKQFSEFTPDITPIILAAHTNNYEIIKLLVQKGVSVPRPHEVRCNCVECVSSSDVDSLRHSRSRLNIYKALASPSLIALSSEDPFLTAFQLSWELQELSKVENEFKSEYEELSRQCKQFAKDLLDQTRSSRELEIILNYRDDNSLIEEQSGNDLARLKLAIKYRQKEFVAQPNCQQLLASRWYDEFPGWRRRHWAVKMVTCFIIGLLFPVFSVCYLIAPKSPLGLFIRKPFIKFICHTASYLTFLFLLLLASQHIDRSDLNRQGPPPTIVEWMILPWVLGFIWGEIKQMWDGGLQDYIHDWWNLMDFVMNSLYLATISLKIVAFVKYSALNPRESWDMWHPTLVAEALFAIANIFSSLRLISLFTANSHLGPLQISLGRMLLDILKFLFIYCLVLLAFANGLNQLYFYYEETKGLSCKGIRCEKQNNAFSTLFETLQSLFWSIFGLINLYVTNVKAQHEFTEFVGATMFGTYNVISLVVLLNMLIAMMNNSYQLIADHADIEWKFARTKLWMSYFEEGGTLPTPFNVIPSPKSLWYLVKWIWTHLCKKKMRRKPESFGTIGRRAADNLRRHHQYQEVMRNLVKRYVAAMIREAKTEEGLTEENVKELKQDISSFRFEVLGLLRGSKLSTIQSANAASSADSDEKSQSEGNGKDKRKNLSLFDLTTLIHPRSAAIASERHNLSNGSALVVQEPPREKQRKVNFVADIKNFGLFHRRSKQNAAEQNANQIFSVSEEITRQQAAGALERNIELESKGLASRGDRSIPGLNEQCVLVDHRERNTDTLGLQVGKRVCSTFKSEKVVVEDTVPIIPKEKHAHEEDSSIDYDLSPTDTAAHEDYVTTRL
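Material: HEK293 cells with stable TRPC4beta plus mu-opioid receptor expression; probe or stimulus: DAMGO in two steps, submaximal then maximal; technique: Fluo4 calcium fluorescence by kinetic imaging, 5 s 1 Hz baseline; measure: integrated fluorescence ratio relative to baseline, converted to per-well B score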
MrgX1 antag – antagonists of human MrgX1 receptor, primary screen, HEK293 cells, Fluo-4 calcium flux. B-score at 10 µM. Mas-related G-protein coupled receptor member X1 (Homo sapiens), Q96LB2. 1.3% of 310,000 active. BAM8-22 antagonism; hits give low values;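 active = calcium-response B-score plate-corrected more than 3 library SD below zero, starting fluorescence within 5 deviations, no agonist response on first addition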;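 also: peak minus trough fluorescence over baseline after final BAM8-22 challenge near maximal dose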
PolyA inhibitor – polyadenylation inhibitors in yeast reporter cells, primary screen, luminescence, S. cerevisiae; calls only at 12 µM; 0.02% of 300,000 active; S. cerevisiae SKY197-pL101 polyadenylation reporter, beta-gal luminescence; efflux-impaired pdr1/pdr3 knockout yeast; score 100 = 6 SD above DMSO;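 active = lowest replicate activity score at least 50, where 100 means six control SD above control mean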;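 also: yeast exposed to compound for 9 h at 30 °C; higher score means more reporter readthrough which indicates perturbed polyadenylation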
TRPC4 PAM – positive allosteric modulators of TRPC4, primary screen, cell-based, mouse TRPC4beta, HEK293 mu-opioid, Fluo-4 calcium; Short transient receptor potential channel 4 (Mus musculus), Q9QUQ5; DAMGO EC20, Fluo-4 Ca2+ flux; hits give high values; B-score at 10 µM; 0.42% of 310,000 active; AID 2227, 2009;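 active = B-score of calcium response area above 5 SD of library B-scores, with initial fluorescence ratio within 5 SD of library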;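 also: B-score of integrated fluorescence ratio over time as area under calcium response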
TRPC4 act – activators of mouse TRPC4 channel, primary screen, Fluo4 calcium, HEK293 TRPC4beta/mu-opioid cells | 0.49% of 310,000 active | Fluo4 calcium fluorescence; hits give high values | B-score at 10 µM | Short transient receptor potential channel 4 (Mus musculus), Q9QUQ5;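 active = B-score above 5 SD of library B-scores, and initial fluorescence ratio not above library mean plus 5 SD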;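 also: positive B-score marks a calcium rise read as TRPC4 activation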
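System – HEK293 cells stably co-expressing mouse TRPC4beta and mu-opioid receptor · Signal – Fluo4 calcium-sensitive dye fluorescence, kinetic, 1 Hz baseline · Benchmarks – buffer (low) and maximal DAMGO (high) · Read-out – B score of integrated fluorescence ratio per well · Incubation – dye loading 45 min room temperature, 110 s kinetic read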
MrgX1 allo act – positive allosteric modulators of MrgX1, primary screen, HEK293 cells, Fluo-4 calcium flux. Mas-related G-protein coupled receptor member X1 (Homo sapiens), Q96LB2. FDSS; hits give high values. B-score at 10 µM. 0.63% of 310,000 active;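 active = plate-corrected calcium response at least 3 library SD above typical, normal starting fluorescence, not activating the receptor alone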;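 also: compound read alongside a low EC10 to EC30 dose of BAM8-22 agonist; peak minus trough fluorescence over baseline measured at the second addition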
The depositor's hits bear a star; i = inactive; / = no result given. An excerpt, so the mix of outcomes need not match the whole.

SMILES | MrgX1 agonist | TRPC6 act | HIF act | TRPC6 inhibitor | AI-2 QS modul | TRPC4 inh | MrgX1 antag | PolyA inhibitor | TRPC4 PAM | TRPC4 act | MrgX1 allo act
COC(=O)c1ccccc1NC(=O)Nc1cnccn1 | i | i | -0.3 | i | 18.7 | i | i | i | i | i | i
Cc1nnc(NC(=O)C23CC4CC(CC(C4)C2)C3)s1 | i | i | 0.9 | i | 28.8 | i | i | i | i | i | i
COc1cccc(C(=O)Nc2cccc(NC(=O)c3cccs3)c2)c1 | i | i | -1.2 | i | -1.7 | i | i | i | i | i | i
Cc1nc2c(C#N)cnn2c2c1CCN(Cc1ccccc1)N2C | i | i | -0.2 | i | 2.8 | i | i | i | i | i | i
CC1=CC(C)(C)N(C(=O)CSc2nnc(N)s2)c2cc(C)c(C)cc21 | i | i | 0.1 | i | -6.6 | i | i | i | i | i | i
O=C(NC1CCCC1)c1cc(-c2ccc(Cl)cc2Cl)on1 | i | i | 2.7 | i | 26.0 | i | i | i | i | i | i
Cc1nn(Cc2cccc(F)c2)c(C)c1NC(=O)c1ccc(COc2ccccc2Cl)cc1 | i | i | -0.5 | i | 13.0 | i | i | i | i | i | i
Cc1ccc(S(=O)(=O)Nc2ccccc2C(=O)NCC2CCCO2)cc1 (stereo unspecified) | i | i | -0.2 | i | -7.0 | i | i | i | i | i | i
CCCCn1c(N)c(N(CC)C(=O)CCc2ccccc2)c(=O)[nH]c1=O | i | i | -0.1 | i | 25.8 | i | i | i | i | i | i
c1ccc2[nH]c(SCc3cn4ccccc4n3)nc2c1 | i | i | 1.2 | i | -11.5 | i | i | i | i | i | i
CN(C(=O)CSc1ncnc2sccc12)c1c(N)n(Cc2ccccc2)c(=O)[nH]c1=O | i | i | -0.3 | i | -0.5 | i | i | i | i | i | i
COc1ccc(CCNC2CC(=O)N(N(C)C)C2=O)cc1OC (stereo unspecified) | i | i | -0.5 | i | 10.3 | i | i | i | i | i | i
c1ccc(-c2noc(CSc3nnnn3C3CCCCC3)n2)cc1 | i | i | 0.2 | i | 34.5 | i | i | i | i | i | i
CSCC(=O)NS(=O)(=O)c1ccc(C)cc1 | i | i | 0.3 | i | 17.9 | i | i | i | i | i | i
O=C(CSc1nc(-c2ccco2)cc(C(F)(F)F)n1)N1CCSCC1 | i | i | -0.4 | i | 11.9 | i | i | i | i | i | i
CCC(C)NS(=O)(=O)c1ccc(NC(=O)c2ccc([N+](=O)[O-])cc2Cl)cc1 (stereo unspecified) | i | i | -0.4 | i | 32.5 | i | i | i | i | i | i
O=C(c1cc2ccccc2o1)N1CC=C(c2ccccc2)CC1 | i | i | -0.2 | i | 13.9 | i | i | i | i | i | i
Cc1ccc(C(=O)NCCc2nnc3ccc(SCC(=O)Nc4c(C)cc(C)cc4C)nn23)cc1 | i | i | -0.4 | i | -10.7 | i | -5.69* | i | i | i | i
CCc1cccc(NC(=O)CN2C(=O)NC3(CCCCCCC3)C2=O)c1 | i | i | -0.2 | i | 11.3 | i | i | i | i | i | i
CN(C(=O)c1cn2ccccc2n1)c1c(N)n(Cc2ccccc2)c(=O)[nH]c1=O | i | i | 0.1 | i | 21.8 | i | i | i | i | i | i
Cc1occc1-c1nnc(SCC(=O)N2CCOCC2)n1CC(C)C | i | i | 0.1 | i | 24.5 | i | i | i | i | i | i
CCC(Sc1ccc2nnc(-c3ccc(OC)c(OC)c3)n2n1)C(=O)O (stereo unspecified) | i | i | -0.5 | i | 14.2 | i | i | i | i | i | i
COc1ccc(OC)c(NC(=O)CCN2CCN(C/C=C/c3ccccc3)CC2)c1 | i | i | -0.2 | i | 17.8 | i | i | i | i | i | i
O=C(c1ccco1)N1CCN(C(=O)c2cnn(-c3cccc(F)c3)c2C2CCNCC2)CC1 | i | i | -0.2 | i | 26.8 | i | i | i | i | i | i
Cc1ccc(S(=O)(=O)NC(=O)c2cc(C)n(CCCn3ccnc3)c2C)cc1 | i | i | 0.1 | i | 14.5 | i | i | i | i | i | i
CN(C)S(=O)(=O)c1cccc(NC(=O)c2ccc(N3CCOCC3)c([N+](=O)[O-])c2)c1 | i | i | -0.6 | i | 17.3 | i | i | i | i | i | i
Cc1nc2ccccc2c(=O)n1NC(=O)c1ccc([N+](=O)[O-])cc1 | i | i | -0.2 | i | 1.1 | i | i | i | i | i | i
Cc1[nH]c2ccc(C(=O)NCCCN3CCCCC3)cc2c1C | i | i | 0.2 | i | 11.7 | i | i | i | i | i | i
Cc1cc(C)n(S(=O)(=O)c2ccc(Cl)c(Cl)c2Cl)n1 | i | i | -0.7 | i | 24.1 | i | i | i | i | i | i
CC1(c2ccccc2)NC(=O)N(CC(=O)Nc2ccccc2C(=O)NC2CC2)C1=O (stereo unspecified) | i | i | -0.5 | i | 26.8 | i | i | i | i | i | i
O=C(CSC(=S)N1CCCC1)N1CCN(S(=O)(=O)c2cccc(F)c2)CC1 | i | i | -0.3 | i | 16.8 | i | i | i | i | i | i
CCc1cc2ccccc2nc1SCC(=O)Nc1cc(OC)c(OC)cc1C(=O)O | i | i | 0.1 | i | 30.3 | i | i | i | i | i | i
CCN1C(=O)C(CC(=O)Nc2ccc(OC)cc2)N(CCc2ccc(F)cc2)C1=S (stereo unspecified) | i | i | -0.7 | i | 15.0 | i | i | i | i | i | i
O=C(Nc1nc2c(F)cc(F)cc2s1)c1ccco1 | i | i | 1.7 | i | 4.5 | i | i | i | i | i | 15.6*
O=C(CN1C(=O)C2CC=CCC2C1=O)Nc1nccs1 (stereo unspecified) | i | i | -0.4 | i | 6.5 | i | i | i | i | i | i
Cc1noc(C)c1S(=O)(=O)N1CCCC(C(=O)NCc2ccccc2Cl)C1 (stereo unspecified) | i | i | 0.0 | i | / | i | i | i | i | i | i
CC(=O)CN1Cc2ccccc2/C1=N\C(=O)Nc1ccccc1 | i | i | 1.5 | i | 27.9 | i | i | i | i | i | i
CC(C)N(CCNC(=O)c1oc(=O)c2ccccc2c1-c1ccccc1)Cc1ccco1 | i | i | 0.0 | i | 35.0 | i | i | i | i | i | i
COc1cc(NS(=O)(=O)c2cc3c(cc2C)NC(=O)CO3)cc(OC)c1 | i | i | -0.4 | i | 0.5 | i | i | i | i | i | i
Cc1ccc(/C(O)=C2\C(=O)C(=O)N(CCN(C)C)C2c2ccccc2F)cc1 (stereo unspecified) | i | i | -0.2 | i | 16.6 | i | i | i | i | i | i
C=CCOc1ccc(/C=C/C(=O)OC(C)C(=O)Nc2ccc(NC(C)=O)cc2)cc1 (stereo unspecified) | i | i | 0.9 | i | 0.8 | i | i | i | i | i | i
O=C(CN1CCSC1=NCc1ccccc1)c1ccc(Cl)cc1 | i | i | 0.1 | i | 34.5 | i | i | i | i | i | i
Cc1ccc(OCC(=O)NC2CCS(=O)(=O)C2)c([N+](=O)[O-])n1 (stereo unspecified) | i | i | -0.2 | i | 24.0 | i | i | i | i | i | i
COc1cc(/C=C/C(=O)OCC(=O)NCCC2=CCCCC2)ccc1O | i | i | -1.4 | i | 11.6 | i | i | i | i | i | i
OCCC1CN(Cc2cc3c(cc2Cl)OCO3)CCN1Cc1ccccc1 (stereo unspecified) | i | i | 0.1 | i | 14.5 | i | i | i | i | i | i
CCOC(=O)N1CCN(C(=O)c2cc(COc3ccc(F)cc3F)on2)CC1 | i | i | 1.5 | i | 32.7 | i | i | i | i | i | i
COc1ccccc1NC(=O)CCN1CCN(Cc2ccccc2)CC1 | i | i | / | i | -2.4 | i | i | i | i | i | i
Cc1nnc2ccc(N3CCOCC3)nn12 | i | i | 0.1 | i | 18.7 | i | i | i | i | i | i
CC1CN(C(=O)CCN2C(=O)c3ccccc3C2=O)CC(C)O1 (stereo unspecified) | i | i | -0.1 | i | 14.2 | i | i | i | i | i | i
O=C(NCCN1CCCC1)C1CCC(=O)N(CCCN2CCOCC2)C1 (stereo unspecified) | i | i | -0.4 | i | 24.7 | i | i | i | i | i | i
O=C(NCc1ccccc1Cl)C1CCN(S(=O)(=O)N2CCC3(CC2)OCCO3)CC1 | i | i | -0.1 | i | -0.2 | i | i | i | i | i | i
CCN1CCN(C(=O)CCCCCn2c(=O)[nH]c3cc(C(=O)OC)ccc3c2=O)CC1 | i | i | 0.0 | i | 15.3 | i | i | i | i | i | i
CN(c1ccccc1)S(=O)(=O)c1ccc(Cl)c(C(=O)OCC(N)=O)c1 | i | i | -0.4 | i | 8.0 | i | i | i | i | i | i
CC1=C[C@H]2Cc3cc(C)cc(C)c3S(=O)(=O)[C@@H]2C=C1 | i | i | -0.5 | i | -5.9 | i | i | i | i | i | i
CCn1c(O)c(N=NC(=O)C2C(=O)NCC2c2ccccc2)c2ccccc21 (stereo unspecified) | i | i | -0.5 | i | 28.1 | i | i | i | i | i | i
O=C(NC(C(=O)c1ccccc1)N1CCCCC1)c1ccccc1 (stereo unspecified) | i | i | 1.9 | i | 20.8 | i | i | i | i | i | i
COc1cc([N+](=O)[O-])cc(/C=N/NC(=O)CSc2nnc(-c3ccccc3)n2C)c1O | i | i | -0.1 | i | 24.1 | i | i | i | i | i | i
CCCCOC(=O)Nc1nc2ccc(OC)cc2s1 | i | i | 2.3 | i | -0.6 | i | i | i | i | i | i
